# Screening data from PubChem.
# L3MBTL1 block = blocks human L3MBTL1; Potency, µM (series often up to 57.1 µM), without a hit: at the highest dose activity, negative = inhibition, most hits filed as inhibitors; AlphaScreen L3MBTL1–H3K9me1 peptide binding; 0.66% of 230,000 active; AID 485360; also: potency is read from the fitted curve at half-maximal effect; % is scaled to controls: 0 for no effect and ±100 for the full control effect; nearly all actives have a fitted effect of over 60% in size
#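 First, the protein-peptide complex forms for 30 min at room temperature (L3MBTL1 50 nM, biotinylated H3K9me1 peptide 75 nM). Next, compounds are pin-transferred and incubated 30 min. Finally, AlphaScreen beads are added and read after 30 min.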
# Luc counter = Kinase-Glo luciferase inhibition (counter-screen); Kinase-Glo luciferase, ATP luminescence, 8 min; Potency, µM (series often up to 38.3 µM), inactives show at the top dose activity change, negative = inhibition, most hits filed as inhibitors; 0.28% of 200,000 active; AID 1379; also: potency is read from the fitted curve at half-maximal effect; % is scaled to controls: 0 for no effect and ±100 for the full control effect; nearly all actives have a fitted effect of over 60% in size
#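 Substrate mix (final 50 mM imidazole pH 7.2, 50 mM KCl, 7 mM MgCl2, 10 uM ATP, 0.01% Tween 20, 0.05% BSA) plus pin-tool compound, then Kinase-Glo detection mix; 8 min ambient, luminescence read.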
# IMPase Li inh = membrane-permeable IMPase blocker, potentiated with lithium | CHO-M1 cells, IP1 TR-FRET (IP-One), carbachol + lithium | Potency, µM (series often up to 59.4 µM), without a hit: at the highest dose activity, negative = IMPase inhibition, usual class: inhibitors | 0.35% of 210,000 active | AID 1457;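 also: IP1 builds up when IMPase is blocked and the TR-FRET signal falls; potency is read from the fitted curve at half-maximal effect; plate controls were basal vehicle for no effect and high inhibitor control for full effect; nearly all actives have a fitted effect of over 50% in size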
#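 Concentration–response in CHO-M1 cells, lithium-potentiated; 30 min at 37C. IP1 detected by competitive TR-FRET after 10 min lysis at RT. Hill-fitted AC50.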
# CBFb-RUNX1 inh = inhibitors of human CBF-beta and RUNX1 interaction | Q01196+Q13951 | 230,000 tested, under 10 active | AlphaScreen CBFb-His/RUNX1-biotin binding, biochemical | Potency, µM (titrated, usually from 59.8 µM), without a hit: at the highest dose activity, negative = inhibition, most hits filed as inhibitors; also: % of control where 0% means no effect
# Target sequence (Q01196 whole entry, looked up): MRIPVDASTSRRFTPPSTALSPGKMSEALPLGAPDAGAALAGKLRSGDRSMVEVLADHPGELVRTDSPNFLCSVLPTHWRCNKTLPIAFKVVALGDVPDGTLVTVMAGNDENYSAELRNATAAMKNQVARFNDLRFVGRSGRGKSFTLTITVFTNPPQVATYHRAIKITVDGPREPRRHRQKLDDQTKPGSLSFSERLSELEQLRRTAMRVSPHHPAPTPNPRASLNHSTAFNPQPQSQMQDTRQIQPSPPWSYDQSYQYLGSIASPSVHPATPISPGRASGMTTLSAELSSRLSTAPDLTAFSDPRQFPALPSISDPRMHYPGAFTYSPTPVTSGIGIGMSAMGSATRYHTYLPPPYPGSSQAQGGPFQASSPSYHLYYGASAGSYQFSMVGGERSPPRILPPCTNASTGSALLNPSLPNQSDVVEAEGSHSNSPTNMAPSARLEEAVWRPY
# Target sequence (Q13951 whole entry, looked up): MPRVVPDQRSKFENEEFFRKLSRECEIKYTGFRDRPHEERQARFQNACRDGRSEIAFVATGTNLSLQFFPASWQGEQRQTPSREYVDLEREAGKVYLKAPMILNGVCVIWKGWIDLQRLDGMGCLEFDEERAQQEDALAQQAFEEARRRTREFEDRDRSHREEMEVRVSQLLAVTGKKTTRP
#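 His-tagged CBF-beta and biotinylated RUNX1 (30 nM each) were premixed 20 min at room temperature, exposed to compound for 15 min, then given nickel-chelate and streptavidin AlphaScreen beads (50 ng each). After 90 min, AlphaScreen signal was read.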
# NPSR antag = neuropeptide S receptor (human) antagonism, cAMP. Q6W5P4. CHO-NPSR cells, cAMP TR-FRET, antagonist mode. Potency, µM (series often up to 38.3 µM), without a hit: top-dose activity change, negative = inhibition, most hits filed as inhibitors. 1% of 220,000 active; also: potency is read from the fitted curve at half-maximal effect; % is scaled to controls: 0 for no effect and ±100 for the full control effect; nearly all actives have a fitted effect of over 50% in size; many of its hits are not listed in these tables
# Target sequence (Q6W5P4 whole entry, looked up): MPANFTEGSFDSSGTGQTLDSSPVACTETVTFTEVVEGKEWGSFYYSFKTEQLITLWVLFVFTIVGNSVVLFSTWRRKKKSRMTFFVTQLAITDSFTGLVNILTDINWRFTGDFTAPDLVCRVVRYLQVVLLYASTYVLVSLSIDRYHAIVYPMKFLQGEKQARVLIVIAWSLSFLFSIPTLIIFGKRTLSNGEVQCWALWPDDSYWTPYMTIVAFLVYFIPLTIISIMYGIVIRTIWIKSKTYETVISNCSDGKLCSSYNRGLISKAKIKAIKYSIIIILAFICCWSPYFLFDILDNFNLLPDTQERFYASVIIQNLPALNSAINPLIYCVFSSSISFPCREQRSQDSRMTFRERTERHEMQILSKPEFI
# HttQ103 aggreg = inhibitors of mutant huntingtin aggregate formation in PC12 cells; PC12 HttQ103-GFP aggregates, Acumen cytometry, 40 h; Potency, µM (doses to about 46.1 µM), inactives show at the top dose activity change, negative = inhibition, hits mostly inhibitors; 1.1% of 220,000 active; also: potency is read from the fitted curve at half-maximal effect; % is scaled to controls: 0 for no effect and ±100 for the full control effect; nearly all actives have a fitted effect of over 60% in size
#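 Steps: seed 1500 PC12 HTTQ103-GFP cells/well; add tebufenozide, 100 nM final; add compound titration; add ATPLite reagent; quantify GFP aggregates by laser scanning cytometry.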
# Epigenetic derep = regulators of epigenetic silencing causing reporter derepression in mouse cells | murine LDR cells, GFP reporter derepression, 30 h | Potency, µM (titrated, usually from 53.9 µM), for the others: at the highest dose GFP activation, hits mostly activators | 0.2% of 280,000 active; also: potency is read from the fitted curve at half-maximal effect; % of control where 0% means no effect; nearly all actives have a fitted effect of over 60% in size
#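 Murine LDR cells bearing a silenced CMV-driven GFP reporter were exposed to compound for 30 h at 37 C. After PBS washes, GFP-positive cells (20-120 um objects) counted by laser-scanning microplate cytometry.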
# The depositor's hits bear a star; ? = inconclusive; . = not tested or not shown; [ ] = another dose, or the depositor's remark. Calls follow the shape of the dose curve; as a rule, active = well fitted curve in the direction sought with a large enough effect; inconclusive = small, poorly fitted or top-dose-only effect, or another doubt; inactive = no such curve, though single readings can be large; an effect the other way counts as inactive or inconclusive. The list is partial; count on the stated rates, not on these rows.
# Screens by letter – A = L3MBTL1 block; B = Luc counter; C = IMPase Li inh; D = CBFb-RUNX1 inh; E = NPSR antag; F = HttQ103 aggreg; G = Epigenetic derep
CC1(C(=O)N(CC(=O)NC2CCCC2)C2CCCC2)CC(=O)N=C2C=CC=CN21 (stereo unspecified)
  A = 5.7%; B = -3.3%; C = -11.5%[38.3 µM]; D = 4.2%; E = 13.6%[46.1 µM]; F = -7.2%; G = 1.0%
COc1ccc(C2=NOC(CNC(N)=S)C2)cc1 (stereo unspecified)
  A = .; B = -9.6%; C = -2.1%; D = 2.3%; E = 5.4%; F = -1.2%; G = 0.7%
C/C(=N\NC(=O)c1ccccn1)C12CC3CC(CC(C3)C1)C2
  A = 1.5%; B = 1.9%; C = 3.3%[38.3 µM]; D = -5.6%; E = -16.7%[46.1 µM]; F = 9.8%; G = 0.0%
COc1ccccc1N(C(=O)CNS(=O)(=O)c1ccccc1)C(C(=O)NCc1ccco1)C(C)C (stereo unspecified)
  A = 0.9%; B = -1.0%; C = 7.2%[38.3 µM]; D = -5.6%; E = -11.1%[46.1 µM]; F = -4.7%; G = 0.7%
CCOc1ccc(NC(=O)C2=C(C)NC(=S)NC2c2ccc(O)c(OC)c2)cc1 (stereo unspecified)
  A = -1.7%; B = -3.1%; C = -1.5%; D = -0.6%; E = 6.1%; F = 21.0%; G = -0.1%
CC(NC(=O)NCC1CCCO1)(C(F)(F)F)C(F)(F)F (stereo unspecified)
  A = -2.3%; B = -0.6%; C = 9.6%[38.3 µM]; D = 9.7%; E = 4.0%[46.1 µM]; F = -18.0%; G = 0.0%
CC(C)CNC(=S)NNC(=O)CC(C)O (stereo unspecified)
  A = -10.6%[11.4 µM]; B = 0.9%; C = -1.8%; D = 4.3%; E = 7.4%; F = 7.8%; G = -1.2%
Cc1onc(-c2ccccc2)c1C(=O)N1CCC(C)CC1
  A = 12.3%; B = 1.3%; C = 2.7%; D = -2.0%; E = 9.1%[46.1 µM]; F = 0.1%; G = -1.0%
O/N=C/c1ccnc(SCc2ccccc2)n1
  A = 7.2%; B = .; C = .; D = 1.6%; E = 18.6%; F = -5.4%[9.22 µM]; G = 2.0%
CC(NC(=O)c1ccco1)C(c1cccs1)N1CCN(c2ccccc2)CC1 (stereo unspecified)
  A = -1.5%; B = -6.2%; C = 19.6%[38.3 µM]; D = 8.6%; E = -11.9%[46.1 µM]; F = 8.7%; G = 0.0%
CCOC(=O)C1=C(c2ccccc2)Nc2ncnn2C1c1cc(OC)cc(OC)c1OC (stereo unspecified)
  A = -2.3%; B = 2.9%; C = 2.6%[38.3 µM]; D = -0.2%; E = -7.9%[46.1 µM]; F = 18.5%; G = -0.2%
NC1(N)OC(CN2C(=O)c3ccccc3C2=O)CS1 (stereo unspecified)
  A = 2.0%; B = .; C = .; D = 3.2%; E = -5.6%[46.1 µM]; F = 6.6%; G = -0.8%
Cc1cc(C)c(C#N)c(N2CCCC(C(N)=O)C2)n1 (stereo unspecified)
  A = 2.3%; B = 3.7%; C = -3.2%[38.3 µM]; D = 1.5%; E = 4.4%[46.1 µM]; F = 12.9%; G = -0.1%
COc1ccc(-n2c(COc3cccc4cccnc34)nnc2SCC(=O)O)cc1
  A = 10.3%; B = .; C = .; D = ?; E = -12.6%; F = 1.8%; G = 6.6%
Cc1ccc(NC(=O)CC2C(=O)NC3CCCCC3N2C(=O)c2ccc(F)cc2)cc1C (stereo unspecified)
  A = .; B = -0.6%; C = 13.2%[38.3 µM]; D = 13.3%; E = -21.1%[46.1 µM]; F = 5.4%; G = 1.2%
CC(OCc1ccccc1)C(NC(=O)OC(C)(C)C)C(=O)NCC1CCCO1 (stereo unspecified)
  A = .; B = 3.9%; C = 30.9%[38.3 µM]; D = -5.9%; E = -3.3%[46.1 µM]; F = -1.3%; G = 0.0%
CCOC(=O)C(=CNc1cc(OC)ccc1-n1cccc1)C(=O)OCC
  A = -13.9%; B = .; C = .; D = -2.1%; E = ?; F = 9.0%[9.22 µM]; G = 1.2%
CCn1c(SCC(=O)Nc2ccc(C)cc2)nnc1-c1ccc(O)cc1
  A = 21.8%; B = 1.5%; C = 1.9%; D = -3.1%; E = 0.0%[46.1 µM]; F = -23.6%; G = -1.0%
COc1cc(NC(=O)c2ccccc2NS(=O)(=O)c2ccc(Cl)s2)cc(OC)c1
  A = -6.6%; B = 0.2%; C = 11.8%; D = ?; E = -40.0%; F = 3.98µM*; G = -0.9%
CNC(=S)Nc1ccc2nc(C)oc2c1
  A = 0.6%; B = -1.7%; C = -4.4%; D = -2.8%; E = 14.9%; F = -4.4%; G = 0.9%
Cc1ccc(S(=O)(=O)CCC(=O)NCCN2C(=O)S/C(=C\c3ccccc3)C2=O)cc1
  A = -4.5%; B = .; C = .; D = -1.8%; E = -26.6%[46.1 µM]; F = 22.0%; G = -0.9%
CCOc1ncccc1C(=O)Nc1nc(SC)ns1
  A = 15.5%; B = 0.0%; C = 5.1%; D = 6.8%; E = -5.1%; F = 3.3%; G = -0.3%
O=C(Cn1nnc(-c2cccs2)n1)OC1CCCCC1
  A = 22.0%; B = -0.6%; C = 5.9%; D = 23.9%; E = -13.5%[46.1 µM]; F = -20.3%; G = -2.2%
O=c1c2c(-c3ccccc3)csc2nc2n1CCC2
  A = -4.3%[11.4 µM]; B = -1.1%; C = 19.8%[38.3 µM]; D = 5.7%; E = -9.8%[46.1 µM]; F = -16.1%; G = 0.0%
Cc1cc(C(=O)OC(C(=O)Nc2ccc(C)c(Cl)c2)c2ccccc2)c(C)o1 (stereo unspecified)
  A = 6.0%; B = 7.8%; C = 4.9%; D = 9.2%; E = -53.1%; F = -4.8%; G = -1.1%

# Brought forward from above: three entries, then new ones.
# Screens by letter – A = L3MBTL1 block; B = Luc counter; C = IMPase Li inh; D = CBFb-RUNX1 inh; E = NPSR antag; F = HttQ103 aggreg; G = Epigenetic derep
O=C(Cn1nnc(-c2cccs2)n1)OC1CCCCC1
  A = 22.0%; B = -0.6%; C = 5.9%; D = 23.9%; E = -13.5%[46.1 µM]; F = -20.3%; G = -2.2%
O=c1c2c(-c3ccccc3)csc2nc2n1CCC2
  A = -4.3%[11.4 µM]; B = -1.1%; C = 19.8%[38.3 µM]; D = 5.7%; E = -9.8%[46.1 µM]; F = -16.1%; G = 0.0%
Cc1cc(C(=O)OC(C(=O)Nc2ccc(C)c(Cl)c2)c2ccccc2)c(C)o1 (stereo unspecified)
  A = 6.0%; B = 7.8%; C = 4.9%; D = 9.2%; E = -53.1%; F = -4.8%; G = -1.1%
Cc1oc(-c2ccccc2F)nc1CN1CCC(C(=O)NCc2cccs2)CC1
  A = -6.1%; B = 0.0%; C = -8.5%[38.3 µM]; D = 0.8%; E = 11.4%[46.1 µM]; F = 7.0%; G = 0.8%
O=C(C(=O)N1CCOCC1)c1cn(CCOc2ccccc2)c2ccccc12
  A = -26.0%; B = 2.7%; C = -8.4%; D = -4.5%; E = -3.5%; F = 7.3%[9.22 µM]; G = -1.3%
C[C@]12CC[C@@H]3c4ccc(O)cc4C(=O)C[C@H]3[C@@H]1CC[C@@H]2O
  A = .; B = .; C = .; D = 6.6%; E = -6.4%; F = .; G = -4.0%
COc1ccc(-n2nnc3c(=O)n(CC(=O)Nc4cc(C)on4)cnc32)cc1OC
  A = .; B = -2.3%; C = -0.3%; D = -3.9%; E = 9.9%; F = -5.0%; G = 4.8%
O=C(CSc1nnnn1-c1ccccc1)Nc1ccc(N2CCOCC2)cc1
  A = .; B = -4.8%; C = -4.8%; D = 7.5%; E = -5.4%; F = -5.8%; G = -0.1%
C#Cc1ccc([C@@H]2C=C(C(=O)N3CCOCC3)O[C@H](OCCCCO)C2)cc1
  A = ?; B = .; C = 2.8%; D = -7.2%; E = -5.4%; F = -10.4%[9.22 µM]; G = 0.2%
O=C(O)CCCN1C(=O)c2ccc(Oc3cccc([N+](=O)[O-])c3)cc2C1=O
  A = 6.2%; B = 0.5%; C = 6.1%; D = -1.1%; E = -24.2%; F = 24.2%; G = -1.9%
CCOC(=O)N1CCC(NS(=O)(=O)c2cc(Br)cnc2N)CC1
  A = -6.8%; B = 0.2%; C = -4.5%[38.3 µM]; D = -5.8%; E = -8.0%[46.1 µM]; F = -0.7%; G = 0.0%
N#Cc1cccnc1Nc1cccc(Cl)c1
  A = 6.0%; B = 3.1%; C = -0.7%; D = 14.1%; E = 8.1%; F = 10.0%; G = 0.1%
O=S1(=O)c2cccc3cccc(c23)N1Cc1nnc(-c2ccccc2Br)o1
  A = -1.2%; B = -0.9%; C = -8.8%[38.3 µM]; D = 11.4%; E = -21.9%[46.1 µM]; F = ?; G = -1.8%
C[C@@](N)(C(=O)O)c1ccc(S(=O)(=O)O)cc1
  A = .; B = 0.0%; C = 6.5%; D = -1.3%[21.7 µM]; E = .; F = .; G = 6.8%
CC(C)Cn1cnc2sc3c(c2c1=N)CCCC3
  A = .; B = -2.8%; C = 7.0%[38.3 µM]; D = 10.8%; E = 4.7%[46.1 µM]; F = ?; G = 3.6%
Cc1ccccc1N(CC(=O)NC(C)(C)C)C(=O)CS(=O)CC(=O)Nc1ccc2c(c1)OCO2 (stereo unspecified)
  A = 3.1%; B = -0.7%; C = 4.0%; D = 3.7%; E = 11.2%; F = 9.3%[9.22 µM]; G = 1.6%
CC(C)C(NC(=O)OCc1ccccc1)C(=O)NCc1ccc(C(=O)O)cc1 (stereo unspecified)
  A = 10.4%; B = -3.1%; C = 0.8%; D = 2.0%; E = 10.9%; F = 12.4%; G = -2.0%
Cc1c(Cl)c(=O)oc2cc(OC(C)C)ccc12
  A = 5.3%; B = 1.5%; C = -5.0%; D = 10.2%; E = 5.9%; F = 24.3%; G = -1.0%
CC(C)C(=O)NCCSc1c[nH]c2ccccc12
  A = -3.2%; B = 1.1%; C = 23.8%[38.3 µM]; D = 7.8%; E = -5.0%[46.1 µM]; F = 10.8%; G = -0.8%
O=C(CSc1nc(-c2ccccc2)cs1)NC(=O)NCc1ccco1
  A = 4.7%; B = -6.2%; C = 4.4%; D = -1.5%; E = -12.9%[46.1 µM]; F = 17.6%; G = 1.2%
N#CCC(=O)N/N=C/c1cn(Cc2ccc(Cl)cc2Cl)c2ccccc12
  A = -2.9%; B = .; C = .; D = -7.5%; E = -23.0%; F = 5.4%[9.22 µM]; G = -4.2%
CCOC(=O)C1CSC(CC(=O)Nc2ccc(Cl)cc2)C(=O)N1 (stereo unspecified)
  A = -3.8%; B = 4.4%; C = 8.8%[38.3 µM]; D = 4.7%; E = 22.8%[46.1 µM]; F = 10.0%; G = -7.9%
Cc1scc(C(=O)O)c1-c1c(C(=O)O)csc1C
  A = -1.9%; B = 1.7%; C = -1.6%; D = 4.9%; E = 6.2%; F = 10.6%; G = -0.9%
COC(=O)CNC(=O)COC(=O)c1ccc(OC)c([N+](=O)[O-])c1
  A = 5.5%; B = -3.0%; C = -6.7%; D = -4.5%; E = 19.5%; F = 8.4%; G = 1.1%
